NPYLR7 ag – mosquito NPYLR7 agonism. actives 0.15% (n = 270,000). activation, % at 10 µM. HEK293T NPYLR7/Galpha15, GCaMP6s calcium fluorescence. AID 1259423; in the data active = activation above about 40%;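 note: 0% = vehicle and 100% = reference agonist at the receptor; some compounds past the cut are filed as inactive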
mcGAS lum – blocks mouse cGAS activity. Q8C6L5. recombinant cGAS, Kinase-Glo ATP depletion luminescence. inhibition, % at 12.5 µM. actives 0.15% (n = 160,000). AID 1259399;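 note: 0% = negative control wells and 100% = reference inhibitor with no enzyme activity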
hcGAS lum – human cGAS inhibition | Q8N884 | recombinant h-cGAS, ATP depletion, Kinase-Glo luminescence | inhibition, % at 12.5 µM | actives 0.081% (n = 290,000);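 note: 0% = vehicle reaction and 100% = reaction without DNA for no activity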
Target sequence (Q8N884 whole entry, looked up): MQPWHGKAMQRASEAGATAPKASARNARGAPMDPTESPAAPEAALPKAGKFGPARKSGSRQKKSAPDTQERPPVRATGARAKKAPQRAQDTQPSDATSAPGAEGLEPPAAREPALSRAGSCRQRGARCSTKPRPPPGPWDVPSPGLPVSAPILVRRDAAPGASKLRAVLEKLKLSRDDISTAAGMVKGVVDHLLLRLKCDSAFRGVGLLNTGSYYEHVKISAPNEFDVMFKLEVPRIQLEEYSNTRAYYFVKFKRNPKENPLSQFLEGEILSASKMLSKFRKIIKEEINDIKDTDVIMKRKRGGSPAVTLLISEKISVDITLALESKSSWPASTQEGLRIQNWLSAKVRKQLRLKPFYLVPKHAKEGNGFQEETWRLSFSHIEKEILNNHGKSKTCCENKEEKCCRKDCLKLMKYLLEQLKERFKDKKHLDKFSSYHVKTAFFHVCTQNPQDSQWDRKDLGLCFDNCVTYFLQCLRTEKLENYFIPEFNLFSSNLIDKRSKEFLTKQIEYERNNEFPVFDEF
An asterisk follows results filed as active; nt = no result given; & = joins results of further samples. Cut-off read from the data, not from the text of the source, unless noted: active = inhibition above about 40%; inactive = the rest.

SMILES	NPYLR7 ag	mcGAS lum	hcGAS lum
O=C(NC(C(=O)NCc1ccccc1)C1CCN(C(=O)C2CC2)CC1)c1ccccc1 (configuration not stated)	6	-6	-8
CSCc1cccc(NC(=O)NCCCc2c(C)noc2C)c1	1	-8	-7
CCCCC(CC)C(=O)Nc1ccc(N2CCCC2)c(C(=O)NCc2ccccc2)c1 (configuration not stated)	7	-4	3
CCC(NC(=O)c1cn(Cc2ccccc2C(F)(F)F)nn1)c1nc2ccc(C)cc2[nH]1 (configuration not stated)	nt	-11	-5
O=C(C1=Cc2ccccc2OC=C1)N1CCCC(Nc2ccc(F)cc2)C1 (configuration not stated)	2	-16	-4
O=S(=O)(c1cc2ccccc2o1)N1CCCn2cncc2C1	4	nt	-1
CC(C)CCN1C(=O)C(C)(C)COc2ccc(NC(=O)c3ccccc3F)cc21	2	nt	3
Cc1c(C(=O)NCc2cccnc2N2CCN(C)CC2)cnc2ccnn12	1	-3	0
CN(C)c1cc(NN=Cc2cccs2)nc(N(C)C)n1	2	-5	-2
COCCNC(=O)Cn1nc2c(c1NC(=O)/C=C\c1ccccc1)CSC2	-6	-3	-6
O=C(NC1CC1)C1CC(=O)N(C2CCCCCCC2)C1 (configuration not stated)	3	nt	-5
CCCc1cnc2c(c1SCc1cc(C)ccc1C)c(=O)n(C)c(=O)n2C	6	-8	-7
Cc1ccccc1NC(=O)CSc1nc(N)c(NC(=O)c2ccccc2)c(=O)[nH]1	-5	-2	1
COC(=O)C1=C(C)Nc2ncnn2C1c1ccco1 (configuration not stated)	1	-6	-7
O=C(NCCc1c[nH]c2ccccc12)NC1CCCC1	0	nt	-4
Cc1ccc(C)c(NC(=O)c2c(-c3ccccc3Cl)noc2C)c1	2	nt	-2
CCCCCOc1ccc(C(=O)N(C)CCc2ccccn2)cc1OCCCCC	-8	-5	-6
O=C(Cn1cc(C(F)(F)F)ccc1=O)NCC(F)(F)F	0	-8	-13
Cc1cccc(Cn2c(=O)n(CC3CCC(C(=O)N4CCOCC4)CC3)c(=O)c3sccc32)c1 (configuration not stated)	8	3	-8
O=C(CC1CCCCC1)NC(c1ccccc1)c1ccccn1 (configuration not stated)	0	-7	-13
Cc1cc(C)cc(C(=O)N(C)Cc2nc3ccccc3c(=O)[nH]2)c1	6	nt	-5
CC(C)C(c1ccccc1)N(C)CCS(C)(=O)=O (configuration not stated)	-3	-17	-11
Cc1csc(=O)n1CC(=O)NCCCCOc1ccc(Cl)cc1	13	nt	-7
CCOC(=O)Cn1nc(C)c(C)c(C#N)c1=O	0	nt	-9
COc1cccc(CNCC2CC(c3cccc(F)c3)=NO2)c1 (configuration not stated)	-2	-5	-2
CCCSc1nc2c(c(=O)[nH]1)C(c1cccc(F)c1)C(C(=O)OC(C)C)C(C)=N2 (configuration not stated)	1	nt	0
COc1ccccc1Oc1ncccc1CNC(=O)C1CC=CCC1 (configuration not stated)	7	nt	3
O=C(NCCCn1ncccc1=O)Nc1ccc(F)cc1	-7	-14	-6
O=C(CCl)Nc1nc2cc3c(cc2s1)OCCO3	19	7	-3
NC(COCc1ccccc1)c1csc(Nc2nncc3ccccc23)n1 (configuration not stated)	-3	-6	-1

Given with values under each structure: five of the compounds above.
Below each SMILES: NPYLR7 ag, mcGAS lum, hcGAS lum
Cc1cc(C)cc(C(=O)N(C)Cc2nc3ccccc3c(=O)[nH]2)c1
→ 6, nt, -5
CC(C)C(c1ccccc1)N(C)CCS(C)(=O)=O (configuration not stated)
→ -3, -17, -11
Cc1csc(=O)n1CC(=O)NCCCCOc1ccc(Cl)cc1
→ 13, nt, -7
CCOC(=O)Cn1nc(C)c(C)c(C#N)c1=O
→ 0, nt, -9
COc1cccc(CNCC2CC(c3cccc(F)c3)=NO2)c1 (configuration not stated)
→ -2, -5, -2

Next section
SMILES	NPYLR7 ag	mcGAS lum	hcGAS lum
Cc1ccc(NC(=O)CN(C)c2ncccn2)cc1	7	-7	-12
COC(=O)c1ccc(COC(CN2CCN(S(=O)(=O)C[C@@]34CC[C@@H](CC3=O)C4(C)C)CC2)c2cccc(OC)c2)cc1 (some centres not stated)	28	-5	0
Nc1cc(Cl)ccc1-c1nc(C2CC2)no1	10	nt	-1
CCOC(=O)CCCSc1nnc(-c2ccccc2Cl)n1-c1ccccc1OC	-13	2	-3
CC(c1cccs1)N(C)C(=O)c1nc(N)n[nH]1 (configuration not stated)	-2	-12	-9
O=C(OCCc1cn[nH]n1)C1CC2CCC1C2 (configuration not stated)	-9&15	nt	-1&-8
O=C1CC(c2cnc(-c3ccco3)nc2)c2cnn(Cc3cccnc3)c2N1 (configuration not stated)	7&-4	-17	0&-7
COC(=O)COc1ccc(NCC(=O)NC2CCCCC2C)c(C)c1 (configuration not stated)	14	-16	-11
COCC(=O)N[C@H]1C[C@H]2C(=O)NC[C@@H](CCC(=O)NC(C)C)N2C1	-9	-4	-5
Cc1ccc(-c2nc(Cc3ccccc3)no2)cc1	1	-4	-2
Cc1[nH]cnc1CSCCOC(c1ccccc1)c1ccccc1	6	nt	0
Cc1cc(=S)nc(C(C)C)[nH]1	14	nt	-3
Cc1nn(C)c(C)c1CC(=O)N1CCN(CC2CC2)c2ccccc21	6	nt	-17
CC(=O)Nc1nc(-c2cc3ccccc3oc2=O)cs1	0	-4	-3
Cc1ccc(N(CCCCN2C(=O)c3ccccc3C2=O)C(=O)c2cccc(C)c2)cc1	-15	0	2
COc1ccc2oc(=O)c(-c3nnc(Nc4ccc(Oc5ccc(Cl)c6ccccc56)c(Cl)c4)s3)cc2c1	-8	nt	-5
CCOC(=O)C1(NCc2occc2C(=O)OC)Cc2ccccc2C1	5	nt	-8
COc1ccc(C2SCC(=O)N2C(CC(C)C)C(=O)N2CCOCC2)cc1 (configuration not stated)	27	-6	-11
O=C(c1cncc(Oc2ccccc2CN2CCOCC2)n1)N1CCCC1	-1	nt	-4
Cc1ccc(Cc2nc(N3CCCN(C(=O)Cc4cccs4)CC3)c3c(C)nn(-c4ccc(F)cc4)c3n2)cc1	0	-4	0

Complete entries, quoted from the list.
Cc1cc(C)cc(C(=O)N(C)Cc2nc3ccccc3c(=O)[nH]2)c1 in the list: NPYLR7 ag: 6; mcGAS lum: nt; hcGAS lum: -5
COC(=O)COc1ccc(NCC(=O)NC2CCCCC2C)c(C)c1 (configuration not stated) in the list: NPYLR7 ag: 14; mcGAS lum: -16; hcGAS lum: -11
CC(C)CCN1C(=O)C(C)(C)COc2ccc(NC(=O)c3ccccc3F)cc21 in the list: NPYLR7 ag: 2; mcGAS lum: nt; hcGAS lum: 3

Following part:
SMILES	NPYLR7 ag	mcGAS lum	hcGAS lum
CCNC(=O)C1CCN(Cc2ccc(C(=O)Nc3c(C)cnn3C)cc2)C1 (configuration not stated)	16	-7	-7
Cc1cccc(-n2nc(C(C)(C)C)cc2NC(=O)CN(CCC(C)C)C(=O)Nc2cccc(C#N)c2)c1	27	-5	-2
Oc1ccc(Nc2nc3nonc3nc2Nc2cccc(Br)c2)cc1	-10	1	4
O=c1c2ccccc2cnn1CCNC1CSCCSC1	15	nt	-3
CC(CC(F)(F)F)NC1CCN(S(=O)(=O)c2ccccc2)CC1 (configuration not stated)	-3	nt	-2
CC(C)Nc1nn(CN2CCN(Cc3ccncc3)CC2)c(=S)s1	14	nt	-10
CCOC(=O)Nc1snc(C)c1C(C)=O	0	nt	0
CCc1nc(N(CCC(=O)NC2CC2)Cc2ccco2)c2ccc(Cl)cc2n1	1	-7	-5
COc1cccc(CCNS(=O)(=O)c2ccc(N3CCCC3=O)cc2)c1	5	nt	-8
CCc1ccccc1NC(=O)CN1CCN(C(C)C(=O)Nc2ccc(C#N)cc2)CC1 (configuration not stated)	4	nt	-6
FC(F)(F)c1nnc2ccc(N3CCCCC3c3ncc[nH]3)nn12 (configuration not stated)	3	-13	-11
CC(C)(O)C#Cc1ccc(C(=O)NCC2OCCc3ccccc32)o1 (configuration not stated)	3	3	2
O=[N+]([O-])c1ccc(OS(=O)(=O)c2ccc(F)cc2)c(-c2nc3ccccc3o2)c1	25	-4	0
CCc1ccccc1NC(=O)N(CCCOC)CC(=O)N(Cc1ccc(F)cc1)Cc1cccs1	5	-3	-3
O=C(NCc1ccc2c(c1)OCO2)c1csc(CSc2nnc(-c3ccncc3)n2-c2ccccc2Cl)n1	-11	-3	-8
Cn1cnnc1Sc1ccc(CN2CCCC2c2ccccn2)o1 (configuration not stated)	nt	-11	-7
COc1cccc(CN(Cc2ccc(C(C)(C)O)o2)CC2CCCO2)c1 (configuration not stated)	6	-3	-2
O=C(Cc1cccs1)NCCOc1ccc(-c2ccco2)nn1	-1	-2	-6
O=C1CSC(c2ccccc2)N1O (configuration not stated)	4	nt	-7
CC1(C(=O)NS(=O)(=O)c2cccc(F)c2)CCN1C(=O)Cc1cc(F)ccc1F (configuration not stated)	2	nt	-11
NC(=O)CSc1nc2c([nH]c3ccccc32)c(=O)n1-c1ccccc1	0	-6	-6
c1cn(-c2ccc(-c3nccn3CCCc3nn[nH]n3)cc2)cn1	9	nt	-1
CCN(Cc1noc(CC(C)C)n1)C(=O)c1cn2c(n1)CNCC2	4	nt	-5
COc1ccccc1C(=O)N1CCN(c2ncnc3c2nnn3Cc2ccccc2)CC1	-12	-9	-6
CN(C)CC1(O)CCCN(C(=O)c2ccc(C(F)(F)F)[nH]c2=O)C1 (configuration not stated)	6	nt	-8
CN1C(=O)C(CCC(=O)N2CCCOCC2)(Cc2ccccc2)c2ccccc21 (configuration not stated)	-1	nt	-2
O=C(NC1(c2ccc(Cl)cc2)CCCC1)C1CCOCC1	3&1	nt	-3&-5
O=C(CN(Cc1c(F)cccc1Cl)C1CC1)N1CCNC1=O	8	-6	-5
CCC(=O)Nc1ccc([N+](=O)[O-])cc1C#N	4	-6	-4
Cc1ccc(-c2cc(C(=O)N3CCN(CC(N)=O)CC3)on2)cc1	8	nt	-12
CCn1c(CC2CCN(Cc3nc4ccccc4n3C)CC2)nn(C)c1=O	-2	nt	-4
Cc1ccc(C(=O)N(NC(=O)C(C)C)c2ccccc2)s1	2	-3	-1
COC(=O)c1ccc(OCC(=O)NC(C)c2ccco2)cc1 (configuration not stated)	-2	nt	-10
COc1ccc(S(=O)(=O)NC(=O)C2(C)CCN2C(=O)c2ccccc2CCc2ccccc2)cc1 (configuration not stated)	7	nt	1
Fc1ccccc1N1CCN(Cc2nc(Cc3ccccc3Cl)no2)CC1	0	-3	0
Cc1cc(C)c(CN2CCCC2Cn2cccn2)c(C)c1CO (configuration not stated)	-1	nt	-5
COc1ccccc1-n1c(CNC(=O)c2cccs2)nnc1SCC(=O)Nc1ccc(F)cc1	10	-6	-7
CC(Cl)C(=O)Nc1cccc(-c2cccc(-c3ccc(F)cc3)n2)c1 (configuration not stated)	-8	-6	-8
COC(=O)c1c(Cl)ncn1-c1ccccc1	-2	nt	-10
CC(C)Cn1c(=O)[nH]c(=O)c2c(=S)nc(CC3CC4CCC3C4)[nH]c21 (configuration not stated)	-1	nt	-11
O=C(CSc1nnc(-c2ccc3c(c2)OCCO3)c(=O)[nH]1)Nc1c(F)cccc1F	-2	nt	-3
COC(=O)c1ccc(NC(=O)CSc2ccc(-c3sc(-c4cccnc4)nc3C)nn2)cc1	4	nt	-4
O=C(NC1CCCC1)C1CCN(S(=O)(=O)N2CCCCC2)CC1	9	nt	-11
CCC(CC)C(=O)Nc1c(C)nc2c(C)cccn2c1=O	6	nt	-15
CC1(C)C2CCC1(C)C(NC(=O)Cn1ccc(=O)c3ccccc31)C2 (configuration not stated)	-23	nt	0
CC(C)c1ccc(C(=O)NCC2(O)CCCNCC2)c(=O)n1C (configuration not stated)	12	nt	-4
COc1cccc(Nc2ccc3c(=O)c(-c4ccccc4OC)c(C)oc3c2)c1	-9	-2	-4
CSc1ccc(CN(Cc2ccco2)S(=O)(=O)c2ccc(Cl)s2)cc1	-22	1	3
COc1ccc(-c2ccc(=O)n(CCCNC(=O)Nc3ccc4c(c3)OCO4)n2)cc1	1	nt	-5
Cc1cc(NC(=O)NCCc2nc(-c3ccccc3)oc2C)n(C)n1	9	nt	-3

Additional records
SMILES	NPYLR7 ag	mcGAS lum	hcGAS lum
O=S1(=O)CC(O)C(NCCc2ccc3c(c2)OCCO3)C1 (configuration not stated)	5	-15	-5
O=C(CN1CSCC1=O)Nc1ccccc1N1CCc2ccccc21	2	nt	0
O=C(Nc1nc(-c2ccc(Cl)s2)cs1)c1cc(=O)c2ccccc2o1	8	-17	-9
CCN1/C(=C\C=C2/SC(=Nc3ccc4sc(C)nc4c3)N(C)C2=O)Sc2ccccc21	-2	-6	-1
S=c1[nH]nc(C2(c3ccc(Cl)cc3)CCC2)n1-c1ccccc1Br	-15	-3	-5
CCc1ccc(C(=O)Oc2ccc(-c3nc4ccc(Br)cn4c3NC3CCCCC3)cc2OC)cc1	0	-1	-1
CCN(Cc1ccccc1)C(=O)c1sc2nc3n(c(=O)c2c1C)CCCCC3	6	nt	-7
CN(C(=O)c1ccc(NC(=O)c2ccccc2)cc1)c1ccnn1C	6	nt	-3
COc1ccc2c(c1)CC(NCc1cncn1CC(C)C)CC2 (configuration not stated)	-3	nt	-5
O=C(NCc1cccnc1-n1cnc2ccccc21)C1CCC1	3	nt	-5
COc1cccc(N2CCCn3c2nc2c3c(=O)n(CC(C)=O)c(=O)n2C)c1	0	nt	-15
CNc1ncc(-c2ccc(CO)cc2)c(-c2ccc(C)cc2)n1	-2	nt	4

High-throughput results as filed in PubChem BioAssay.
